SUMO Mot1 rescue: blocks SUMOylation pathway, rescuing yeast Mot1-301 growth; S. cerevisiae Mot1-301 growth rescue, ATP luminescence, 38.5C; percent above DMSO median, 100 means doubled; growth rescue, % at 18.8 µM; 1% of 320,000 active;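 active means every valid replicate shows activation above 250% relative to neutral control wells; inactive means the rest, any valid replicate at or below 250%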;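 further: OY570 slx delta 5 strain wells were the positive control but not used for scaling; some compounds called inactive have numbers as strong as hits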
dFosB act: activators of mouse delta FosB homodimer; purified delta FosB, TAMRA-CDK5 oligo fluorescence polarization; percent of positive-control signal above neutral wells; 0.99% of 340,000 active; AID 493131; P13346; activation, % at 25 µM;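 active means mean activation above about 17%, with every replicate also reaching it, limit read from the data, passing the limit was not always enough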;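 further: fluorescence polarization rise as delta FosB binds a TAMRA Cdk5 AP-1 oligo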
Target sequence (P13346 whole entry, looked up): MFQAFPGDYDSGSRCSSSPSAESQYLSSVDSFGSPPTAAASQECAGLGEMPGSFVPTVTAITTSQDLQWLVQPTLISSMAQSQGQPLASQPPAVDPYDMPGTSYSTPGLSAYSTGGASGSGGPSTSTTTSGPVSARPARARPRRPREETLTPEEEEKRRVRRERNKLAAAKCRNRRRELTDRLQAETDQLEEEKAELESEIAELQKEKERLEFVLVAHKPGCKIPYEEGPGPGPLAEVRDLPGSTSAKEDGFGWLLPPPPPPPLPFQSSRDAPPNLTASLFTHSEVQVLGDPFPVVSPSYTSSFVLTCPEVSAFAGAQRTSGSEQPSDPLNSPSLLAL
CDK5 inh: blocks human CDK5/p35 kinase activity; Recombinant CDK5/p35, ADP-Glo luminescence, 60 min; inhibition, % at 10 µM; 0.01% of 330,000 active; AID 488839;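 active means highest replicate inhibition of at least 50% and at least 75% of replicates reaching 50%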;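 further: plate controls were DMSO neutral control for no effect and GW8510 at 10 µM for full effect; many of its hits are not listed in these tables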
cardiac RTF act: cardiac RTF calcium sensitization | 0.24% of 340,000 active | activation, % at 7.2 µM | P19429+P45379 | IANBD-labeled TnC RTF fluorescence at EC20 calcium; 0% EC20 calcium, 100% full calcium;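 active means activation above the mean over all tested compounds plus 3 SD, cut at about 30% in these data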;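 further: rise in fluorescence read as greater calcium sensitivity of cardiac thin filaments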
Cardiac RTF inh: cardiac RTF calcium desensitization. inhibition, % at 7.15 µM. AID 493244. 0.12% of 340,000 active. IANBD-labeled cardiac RTF, Ca2+ fluorescence;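 active means inhibition above the mean inhibition of all tested compounds plus 3 SD, cut at about 17% in these data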;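 further: assay run at fixed EC70 calcium of 1.6 mM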
Keap1-Nrf2 PPI: inhibitors of human Keap1-Nrf2 protein-protein interaction | Q14145 | Keap1 Kelch-Nrf2 peptide fluorescence polarization, 1536-well | inhibition, % at 9.4 µM | 0.15% of 340,000 active | AID 504523; in the data active means inhibition above about 12%;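 further: human Keap1 Kelch domain with fluorescein labeled Nrf2 9mer peptide probe; 0% = neutral control wells and 100% = peptide positive control; higher means more block of Keap1 binding to Nrf2 peptide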
PvdQ acylase: P. aeruginosa PvdQ acylase inhibition. purified PvdQ acylase, fluorescence plate reader. inhibition, % at 10 µM. 0.063% of 340,000 active. AID 488965; in the data active means inhibition above about 30%, passing the limit was not always enough;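 further: 0% = vehicle neutral wells and 100% = reference inhibitor wells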
NSD2 inh: NSD2 (human) methyltransferase inhibition; O96028; NSD2 peptide methylation, AlphaScreen, 120 min; inhibition, % at 12.5 µM; 0.54% of 310,000 active; AID 743445; in the data active means inhibition above about 50%
LANA DNA inh: blocks KSHV LANA C-terminal domain binding to DNA; 0.078% of 340,000 active; inhibition, % at 9 µM; MBP-C-LANA/FAM-LBS DNA binding, fluorescence polarization;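 active means highest replicate inhibition at or above 60% at 9 µM, even if other replicates fall short; inactive means all replicates below 60% inhibition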;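 further: 0% = neutral control wells and 100% = 4 µM acridine orange control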
PfHsp90 yeast 2: inhibits growth of yeast expressing Plasmodium falciparum Hsp90 | S. cerevisiae expressing PfHsp90, BacTiter-Glo ATP, 48 h; yeast lacking PDR1 and PDR3 efflux regulators | inhibition, % at 9.4 µM | 0.32% of 310,000 active | AID 504621;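 active means every replicate shows inhibition above about 80%, whatever the replicate mean, limit read from the data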;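 further: 0% = DMSO neutral controls and 100% = 20 µM radicicol positive controls; yeast relying on Plasmodium falciparum Hsp90 in place of its own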
Rtt109 HAT inh: C. albicans Rtt109 histone acetyltransferase inhibition. Q5AAJ8. purified Rtt109/Vps75, ThioGlo CoA-SH fluorescence, 4 h. inhibition, % at 34.9 µM. 0.16% of 330,000 active. AID 540336;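 active means inhibition of at least 50% in every replicate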
Target sequence (Q5AAJ8 whole entry, looked up): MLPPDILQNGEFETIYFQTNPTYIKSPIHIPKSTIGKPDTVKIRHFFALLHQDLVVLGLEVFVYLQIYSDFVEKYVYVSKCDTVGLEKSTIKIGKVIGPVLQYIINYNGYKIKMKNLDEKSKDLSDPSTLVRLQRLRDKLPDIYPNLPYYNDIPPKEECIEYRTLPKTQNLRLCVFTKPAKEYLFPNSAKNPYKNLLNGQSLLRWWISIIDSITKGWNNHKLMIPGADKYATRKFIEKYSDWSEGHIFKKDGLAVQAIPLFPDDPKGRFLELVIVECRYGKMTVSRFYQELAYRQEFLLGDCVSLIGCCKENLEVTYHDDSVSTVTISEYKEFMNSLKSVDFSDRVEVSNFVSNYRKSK
* hit, by the source's call; . = not tested or not shown.

SMILES | SUMO Mot1 rescue | dFosB act | CDK5 inh | cardiac RTF act | Cardiac RTF inh | Keap1-Nrf2 PPI | PvdQ acylase | NSD2 inh | LANA DNA inh | PfHsp90 yeast 2 | Rtt109 HAT inh
NCCCC[C@H]1CNC(=S)N1CCc1cccc(F)c1 | 5 | 3 | 0.9 | -3 | -16 | -4 | -3 | . | 1.5 | 7 | 3
O=C(Nc1ccc(S(=O)(=O)N2CCCC2)cc1)c1ccc2c(=O)n3c(nc2c1)CCCCC3 | -9 | -10 | -0.9 | 7 | -7 | -1 | -11 | 28 | 1.5 | 18 | 0
COc1ccc(CNC(=O)C(=O)NCC2OCCN2S(=O)(=O)c2ccc(C)cc2)cc1 (centres undefined) | 3 | -6 | -4.6 | -3 | -2 | -3 | -2 | 1 | -1.4 | 3 | -6
Nc1nnc(SCC(=O)NC2CCCCCCC2)s1 | 9 | -2 | -1.1 | 0 | 0 | 5 | -5 | -20 | -0.3 | -10 | 12
O=C(CCN1C(=O)c2ccccc2C1=O)NNC(=O)c1ccc(Cl)cc1Cl | 53 | 12 | 2.5 | -3 | 10 | 3 | 2 | 3 | 0.3 | -6 | -13
CCCn1c(=O)c2ccccc2n2c(SCC(=O)N3CCc4ccccc4C3)nnc12 | 433* | -6 | 1.6 | -1 | 2 | -6 | -8 | 1 | 0.5 | -26 | -2
COc1ccc(SCCN2CC[C@@H](C)CCC2=O)cc1 | -17 | 3 | -0.3 | -1 | -6 | -2 | -22 | . | 1.2 | -10 | -11
COc1ccc(Cl)cc1NC(=O)NCc1ccco1 | 3 | -3 | -2.0 | -1 | -5 | -7 | -1 | 0 | 0.2 | -2 | .
CC1=CCC2C(=O)N(c3cccc(C(=O)NC(C)c4ccccc4)c3)C(=O)C2C1 (centres undefined) | -3 | -11 | -0.2 | -6 | -8 | 7 | -9 | -1 | -0.6 | 0 | -1
Cc1cc(C(=O)N/N=C/c2cn[nH]c2-c2ccccc2)cs1 | -25 | -11 | -0.1 | 0 | -11 | -2 | -5 | 0 | 1.2 | -2 | 1
c1ccc(-n2cnnc2SCc2cn3ccsc3n2)cc1 | 5 | 0 | -0.1 | -2 | -1 | 2 | 0 | -1 | 0.9 | -19 | -6
COC(=O)C[C@H]1c2cc(C(F)(F)F)ccc2S(=O)(=O)N1c1ccc(N(C)C)cc1 | 6 | -2 | 2.3 | -4 | -16 | 1 | 5 | . | -2.8 | . | -5
COc1ccc(NC(=O)Nc2ccc3c(c2)C(=O)N([C@@H](C)CO)C[C@@H](C)[C@@H](CN(C)S(=O)(=O)c2cccs2)O3)cc1 | 1 | -12 | 1.8 | 6 | -4 | 0 | -8 | . | 1.4 | 6 | 14
CC(NC(=O)CN(C)CC(=O)Nc1ccc(Cl)c(C(F)(F)F)c1)c1ccccc1 (centres undefined) | 2 | -10 | -1.7 | -3 | 5 | -2 | -7 | -18 | -2.3 | -4 | 1
Cc1ccc(S(=O)(=O)NC(C)(C)CSc2ccccn2)cc1 | . | -1 | -1.9 | -6 | -6 | -4 | -9 | 1 | -0.5 | -2 | 9

Complete entries, quoted from the list. Screens in order: SUMO Mot1 rescue | dFosB act | CDK5 inh | cardiac RTF act | Cardiac RTF inh | Keap1-Nrf2 PPI | PvdQ acylase | NSD2 inh | LANA DNA inh | PfHsp90 yeast 2 | Rtt109 HAT inh
`O=C(Nc1ccc(S(=O)(=O)N2CCCC2)cc1)c1ccc2c(=O)n3c(nc2c1)CCCCC3` across the screens: -9 | -10 | -0.9 | 7 | -7 | -1 | -11 | 28 | 1.5 | 18 | 0
`COC(=O)C[C@H]1c2cc(C(F)(F)F)ccc2S(=O)(=O)N1c1ccc(N(C)C)cc1` across the screens: 6 | -2 | 2.3 | -4 | -16 | 1 | 5 | . | -2.8 | . | -5
`COc1ccc(SCCN2CC[C@@H](C)CCC2=O)cc1` across the screens: -17 | 3 | -0.3 | -1 | -6 | -2 | -22 | . | 1.2 | -10 | -11
`Cc1ccc(S(=O)(=O)NC(C)(C)CSc2ccccn2)cc1` across the screens: . | -1 | -1.9 | -6 | -6 | -4 | -9 | 1 | -0.5 | -2 | 9
`c1ccc(-n2cnnc2SCc2cn3ccsc3n2)cc1` across the screens: 5 | 0 | -0.1 | -2 | -1 | 2 | 0 | -1 | 0.9 | -19 | -6

Carrying on.
SMILES | SUMO Mot1 rescue | dFosB act | CDK5 inh | cardiac RTF act | Cardiac RTF inh | Keap1-Nrf2 PPI | PvdQ acylase | NSD2 inh | LANA DNA inh | PfHsp90 yeast 2 | Rtt109 HAT inh
O=C(c1ccc(-n2cccn2)cc1)N1CCc2ccccc2C1 | -16 | -11 | -5.9 | 11 | 1 | -5 | 3 | -1 | 0.0 | -2 | 3
CC1CN(S(=O)(=O)c2csc(C(=O)Nc3ccccc3)c2)CC(C)O1 (centres undefined) | 223 | -4 | 1.5 | -2 | 3 | 1 | -9 | 3 | 0.9 | 7 | 5
COc1ccc(C)cc1NC(=O)CCCN1C(=O)CCC1=O | -6 | 0 | -2.1 | -7 | 3 | 0 | 2 | -2 | 5.5 | . | -2
Cc1ccn(C(C)CC(=O)Nc2ccc(-c3ccno3)cc2)n1 (centres undefined) | 1 | 0 | . | -5 | 5 | 3 | 4 | -5 | 0.2 | -9 | -5
COC(=O)c1c(-c2ccccc2OC)sc2ccccc12 | 11 | 4 | 0.7 | 5 | 2 | 2 | -14 | . | 0.8 | -1 | 0
COc1ccccc1CNC(=O)C/C(C)=N/NC(=O)Cc1ccc(Cl)cc1 | 207 | -4 | -0.6 | -2 | -5 | -1 | -6 | -6 | -0.7 | 9 | -13
CC(=O)C1=C(C)Nc2ncnn2C1c1ccccc1OCc1ccccc1 (centres undefined) | -1 | -2 | 2.0 | -1 | -21 | -4 | -10 | 0 | -1.9 | 1 | 3
CCOC(=O)C1=C(O)C(=O)N(Cc2cccnc2)C1c1ccc(C)cc1 (centres undefined) | -2 | 3 | 0.2 | 2 | 1 | 1 | 1 | -1 | -0.4 | -6 | 6
COc1ccc(CCC(=O)NC2=NCCS2)cc1OC | -1 | 2 | -0.4 | 2 | 1 | -4 | -6 | 1 | 0.2 | 8 | 1
CCOc1ccccc1C=NN=Cc1ccccc1O | . | -4 | -0.4 | -1 | 1 | 1 | -1 | -1 | -2.4 | 3 | -9
Cc1ccc(C)c(N2CC(O)(c3cccs3)[N+]3=C2CCCC3)c1 (centres undefined) | -18 | -2 | -5.3 | 10 | -1 | -2 | -28 | -1 | -1.6 | 38 | -3
COc1ccc2c(c1)CCCN2C(N)=O | -8 | -7 | -1.2 | 13 | -9 | 0 | 1 | -1 | -0.5 | -26 | -4
COc1ccccc1S(=O)(=O)Cc1ccc(C(=O)NCCN2CCCCCC2)o1 | -4 | 3 | 0.7 | 5 | -3 | -8 | -7 | . | -2.6 | 18 | 4
CCCS(=O)(=O)c1ccc(COC(=O)Cc2ccc([N+](=O)[O-])cc2)cc1 | 17 | -7 | -2.1 | 1 | 3 | -1 | -16 | 24 | -1.2 | -2 | -2
O=C(O)c1ccc(/C=N/Nc2nc3ccccc3[nH]2)cc1 | -7 | 25* | 0.0 | -2 | -4 | -2 | -13 | 2 | 2.4 | -16 | -21

2 entries from above in a different format.
Below each compound – SUMO Mot1 rescue, dFosB act, CDK5 inh, cardiac RTF act, Cardiac RTF inh, Keap1-Nrf2 PPI, PvdQ acylase, NSD2 inh, LANA DNA inh, PfHsp90 yeast 2, Rtt109 HAT inh
- COc1ccc(CCC(=O)NC2=NCCS2)cc1OC
→ -1, 2, -0.4, 2, 1, -4, -6, 1, 0.2, 8, 1
- COc1ccccc1CNC(=O)C/C(C)=N/NC(=O)Cc1ccc(Cl)cc1
→ 207, -4, -0.6, -2, -5, -1, -6, -6, -0.7, 9, -13

(next part)
SMILES | SUMO Mot1 rescue | dFosB act | CDK5 inh | cardiac RTF act | Cardiac RTF inh | Keap1-Nrf2 PPI | PvdQ acylase | NSD2 inh | LANA DNA inh | PfHsp90 yeast 2 | Rtt109 HAT inh
Cc1cc(C)cc(N(C(=O)c2csnn2)C(C(=O)NC(C)(C)C)c2ccncc2)c1 (centres undefined) | 8 | -4 | -2.6 | 3 | -9 | -3 | -7 | 1 | 3.2 | -51 | -1
Cc1ccccc1NC(=S)N1CCCC1 | -1 | 7 | -1.1 | 3 | 1 | 0 | -3 | -2 | 0.2 | -11 | -3
O=C(CNc1ccc2ccccc2c1)N/N=C/c1cc2ccccc2nc1Cl | 2 | -8 | 0.7 | -21 | -6 | 1 | -13 | -1 | 3.1 | 7 | 15
CCN1CCN(Cc2ccc(NC(=O)Nc3ccccc3OC)cc2)CC1 | 218 | -5 | 0.3 | 4 | -5 | -2 | -7 | . | -0.8 | 19 | 1
COc1ccc(/C(C)=N/N=C2/NC(=O)CC(C(=O)O)S2)cc1F (centres undefined) | -10 | 2 | 1.1 | -1 | 0 | 1 | 2 | -2 | -0.1 | 11 | 23
C/C(CC(=O)Nc1ccc(Cl)c(C(F)(F)F)c1)=N\NC(=O)c1cc2ccccc2cc1O | 4 | -12 | 0.7 | -21 | -1 | 0 | 2 | 0 | -1.0 | -5 | 1
O=C(COC(=O)c1ccc2ccccc2n1)Nc1cccc(S(=O)(=O)NC2=NCCCCC2)c1 | 8 | -14 | 1.7 | -3 | 0 | -12 | -13 | 0 | -4.0 | 10 | -8
COc1ccccc1OCCC(=O)OCC(=O)Nc1cc(S(=O)(=O)N(C)C)ccc1Cl | -1 | -2 | -0.2 | 0 | -10 | -4 | -15 | 8 | -0.6 | 13 | -6
O=C(CN(C1CCCCC1)S(=O)(=O)c1ccccc1)NCc1ccco1 | 96 | -15 | 0.9 | -7 | 3 | 0 | -1 | -2 | 0.8 | -2 | -11
COc1ccc(CN(C)CC(=O)N2CCc3ccccc3C2)cc1 | 1 | 0 | -3.7 | -3 | -8 | -6 | -15 | 0 | 0.6 | -29 | -6
Cc1cc(-c2n[nH]c(=S)n2/N=C/C(Br)=C/c2ccccc2)n[nH]1 | 230 | -9 | 1.4 | 1 | -14 | 2 | -2 | 4 | 2.9 | 109* | 0
O=C(NC1CCCCC1)c1ccc(COCC(F)(F)F)o1 | 207 | -4 | -1.9 | -11 | -2 | -5 | -12 | -2 | 1.4 | 16 | -7
O=C(NC1=NCCS1)c1nc(-c2ccccc2)n(-c2ccccc2)n1 | 234 | -3 | 0.2 | -1 | -5 | -2 | -1 | -2 | 0.6 | 23 | 1
CCN(CC)C(=O)Cn1c(=O)n(-c2ccccc2)c(=O)n1CC(=O)N(CC)CC | 7 | 2 | 0.3 | 2 | -12 | -4 | -15 | 6 | -0.4 | -12 | 1
O=C1C(=O)N(Cc2ccco2)C(c2cccs2)/C1=C(\O)c1cccc([N+](=O)[O-])c1 (centres undefined) | -12 | -10 | 0.4 | 7 | -1 | 0 | -12 | 0 | 2.3 | -11 | -2
COC(=O)[C@@]1(Cc2ccccc2)[C@H]2C(=O)N(C)C(=O)[C@H]2[C@H]2CN=C(SCc3ccc(C)cc3)N21 | . | -7 | -3.0 | -3 | -4 | 1 | -10 | . | 0.2 | -3 | 1
O=S(=O)(c1cccc(-c2cn3cc(Cl)ccc3n2)c1)N1CCOCC1 | -2 | -29 | -0.5 | 0 | -3 | -5 | -12 | -3 | 1.5 | -5 | 8

Source: PubChem BioAssay
